Screening data (PubChem BioAssay)
sdo1 growth = growth rescue of sdo1-depleted yeast, primary screen, S. cerevisiae, bone marrow failure model. S. cerevisiae sdo1-depleted JHY4D growth rescue, OD600 30 h; hits give high values; pdr5 snq2 efflux-pump mutant strain. z-score at 10 µM. 140,000 compounds, 0.21% hits. AID 817, 2007;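 active = z-score above 3 at both the 24 hr and the 30 hr optical density reads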;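 note: z-score against mean and SD of all compound wells on the same plate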
INS promoter inh = inhibitors of insulin promoter-driven GFP, primary screen, imaging, TRM-6 cells (human fetal islet line), eGFP reporter, cell count; reporter expression induced with tamoxifen; inhibition, % at 2 µM; 130,000 compounds, 0.9% hits;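 active = inhibition above the mean plus 3 SD, with well images judged a real hit on visual review, cut at about 60% in these data, passing the limit was not always enough; inconclusive = inhibition over the cutoff but images rejected on review; inactive = inhibition not above the cutoff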
sdo1 growth Rescue 24 h = recorded beside sdo1 growth, whose call it bears; z-score; S. cerevisiae sdo1-depleted JHY4D growth rescue, OD600; measured here: growth rescue at 24 h;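 0 is the plate mean of compound wells and units are plate SD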
Numbers without * were called inactive; i = inactive; ? = inconclusive; . = no result given; & = joins results of further samples; [ ] = dose if it differs, or a comment. These rows are one share of the data (hit frequency here may not be typical).

SMILES	sdo1 growth	sdo1 growth Rescue 24 h	INS promoter inh
O=C1c2cccc3c([N+](=O)[O-])ccc(c23)C(=O)N1c1nccs1	-3.3	-2.1	-57
Cc1ccc(NC(=O)C2C3C=CC4(CN(Cc5cccnc5)C(=O)C24)O3)cc1 (stereo not given)	0.11	-0.05	.
O=C(NNS(=O)(=O)c1ccccc1)C1CCN(S(=O)(=O)c2ccc(Cl)cc2)CC1	1.1	0.89	-8
O=C(CSc1nc(O)c(C2CCCCC2)c(=O)[nH]1)NCC1CCCO1 (stereo not given)	0.45[10.8 µM]	0.35	0
COc1cccc(/C=N/NC(=O)CNC(=O)c2ccc(S(=O)(=O)N3CCCC3)cc2)c1OC	.	.	27
Cc1nnc(NC(=O)CSc2nnc(CCc3nc4ccccc4[nH]3)n2C)s1	-0.1	-0.75	0
CC(=O)Nc1cccc(NC(=O)Nc2ccc(F)cc2F)c1	.	.	7
Cc1cccc(-n2ncc3c(NCCc4ccc(S(N)(=O)=O)cc4)ncnc32)c1	1.2	0.56	.
COc1cc(C(=O)NCc2nnc(SCC(=O)Nc3nc4ccc(C)cc4s3)o2)cc(OC)c1OC	-1.5	-0.67	.
O=C(CCC(=O)c1ccc(F)cc1)Nc1cccc(S(=O)(=O)Nc2cccc(Cl)c2)c1	0.62	1	-68
COc1cccc2sc(Nc3nc4ccc(NC(C)=O)cc4s3)nc12	0.04	0.65	56
Cn1c(NC(=O)c2cccnc2)nc2ccccc21	0.77	0.77	.
COc1cccc(C2CC(c3ccccc3Cl)n3nnnc3N2)c1 (stereo not given)	-1.1	-0.78	-82
Cc1ccc(NC(=O)CSc2nnc(C)n2-c2ccccc2)cc1	0.18	0.13	.
CC1Cc2ccccc2N1C(=O)CSc1nnc(-c2ccccc2)c(-c2ccccc2)n1 (stereo not given)	-0.9	-0.05	17

Other records follow.
SMILES	sdo1 growth	sdo1 growth Rescue 24 h	INS promoter inh
CCOC(=O)c1cccc(NC(=O)C2CCCN(S(=O)(=O)c3c(C)n[nH]c3C)C2)c1 (stereo not given)	-0.49	-0.92	.
CC(C)c1nnc(NC(=O)c2ccc(N3C(=O)CCC3=O)cc2)s1	0.24	-0.3	.
O=C(CN(Cc1ccccc1)S(=O)(=O)c1ccc2c(c1)OCCO2)N/N=C/c1cccc(Br)c1	-0.76	-0.92	5
N#CCCSc1ccccc1NC(=O)c1ccc(S(=O)(=O)N2CCCC2)cc1	-0.39	-0.45	33
Cn1cnnc1-c1cccc(NS(=O)(=O)c2ccc(N3CCCC3=O)cc2)c1	-1.1	-1.4	20
COc1ccc(C(C#N)Nc2ccccc2C)cc1 (stereo not given)	0.36	-0.25	-8
CCCSc1nsc(SCCC)c1C(N)=O	-0.87	-0.91	28
C=CCc1cc(C)ccc1OCC(O)CN1CCN(c2ccccc2)CC1 (stereo not given)	-2.1	-1.5	.
Cc1ccccc1Cn1c(CN2CCN(C(=O)c3ccco3)CC2)nc2c1c(=O)n(C)c(=O)n2C	-0.01	0.03	.
CCc1nc2ccccc2n1CCC(C)C	-0.05	-1	29
COc1ccc(Nc2nc(N)nc(CSC(=S)N3CCOCC3)n2)cc1	.	.	0
COc1cc(C(=O)NCCC2=CCCCC2)cc(OC)c1OC	0.12	0.27	.
COc1cc(S(=O)(=O)Nc2ccc(C(=O)NCC(=O)O)cc2)ccc1NC(C)=O	.	.	-10
CCOC(=O)NC(Nc1nnc(C)s1)(C(=O)OCC)C(F)(F)F (stereo not given)	0.04	-0.76	-10
OC(CNCc1ccccc1)COCc1ccc(Cl)cc1 (stereo not given)	.	.	-50

Further structures follow.
SMILES	sdo1 growth	sdo1 growth Rescue 24 h	INS promoter inh
CC(CCc1ccccc1)NC(=O)c1cncc(Br)c1 (stereo not given)	-0.4	-0.55	17
Cc1cc(C)n2nc(C(=O)NCCc3ccccc3)nc2n1	-0.46	-0.57	17
COc1ccc(-c2cc(C(F)(F)F)nc(SCCC(=O)N3CCCC3)n2)cc1	-0.75	0.02	?
COc1ccc(-n2nnc3c(=O)n(CC(=O)OCc4ccccc4)cnc32)cc1	-0.69	-0.83	-57
CC(C)(C)C(=O)Nc1ccc2c(c1)OCCOCCOc1cc(NC(=O)C(C)(C)C)ccc1OCCOCCO2	.	.	11
N#CCCN(Cc1cccnc1)C(=S)NC(=O)c1ccc(S(=O)(=O)N2CCCC2)cc1	.	.	36
O=C(NCc1cccc(C(F)(F)F)c1)c1cc(Cl)cc(Cl)c1	-1.7	-1.5	16
CCOC(=O)C1C(=O)C(C(=O)OCC)C(c2cccnc2)NC1c1cccnc1 (stereo not given)	-0.11	-0.35	20
COc1ccc(C(=O)Nc2cc(C(C)=O)c(/C=C/N(C)C)oc2=O)cc1	0.92	1.1	3
COc1ccc([C@@H]2Sc3ccccc3N(CCN(C)C)C(=O)[C@@H]2OC(C)=O)cc1	-0.55	-0.31	-17
O=C1OC(Oc2ccccc2)(c2ccccc2)c2ccccc21 (stereo not given)	-0.38	-0.58	.
CC1(C)Oc2ccc3ccc(=O)oc3c2C(/C=N/O)C1=O (stereo not given)	0.66	0.01	.
COc1ccc(OC)c2sc(NC(=O)C3CC3)nc12	-0.03	1.7	.
CCCCN(C)CCC(=O)Nc1ccc(Cl)cc1	-0.25	-1.4	14
COC(=O)COc1ccc(S(=O)(=O)NC2CCCCCC2)cc1	-0.04	0.63	9

Remaining list, next part
SMILES	sdo1 growth	sdo1 growth Rescue 24 h	INS promoter inh
CCOCCOC(=O)CCSc1n[nH]c(=O)[nH]c1=O	0.22	-0.21	.
COC(=O)NCc1ccc(S(=O)(=O)N2CCOCC2)cc1	0.93	0.42	-8
CNC(=S)Nc1ccc2nc(C)oc2c1	.	.	10
COc1cc(/C=C2/SC(=S)NC2=O)ccc1OS(=O)(=O)c1ccc(C)cc1	-0.73	-0.47	-18
Cc1nonc1NC(=O)CSc1nc2c(C)cccc2cc1C#N	.	.	i
CN1CCc2c(sc3nc(SCC(=O)N4CCOCC4)nc(N)c23)C1	0.84	0.05	6
CCCC/C(C)=N/NC(=O)C(=O)NCCc1ccccc1	0.1	-0.67	.
CCOc1ccc(NC(=S)Nc2ccc(C)c([N+](=O)[O-])c2)cc1	-1.3	-1.6	-7
Cc1cc(C)n(-c2nncc(-c3ccccc3)n2)n1	0.44	0.43	-29
O=C(/C=C/c1cccc([N+](=O)[O-])c1)NCCSCc1ccco1	-0.03	-0.07	-25
O=c1cc(N2CCCCC2)nc2n1CCCS2	0.56	0.64	27
Cc1ccccc1-n1nc(C)c(N=O)c1N	.	.	50
O=C(CN1CCCN(S(=O)(=O)c2ccc(F)cc2)CC1)Nc1ccccc1Br	-1.9	-1.2	14
CCc1nnc(N/N=C/c2ccccc2F)n1N	.	.	-6
Fc1ccc(N2CCN(c3nc(-c4ccco4)cc(C(F)(F)F)n3)CC2)cc1	-0.87	-0.1	0

Next section:
SMILES | sdo1 growth | sdo1 growth Rescue 24 h | INS promoter inh
O=C(CSc1nnc(-c2ccccc2Br)o1)Nc1cccc2ccccc12 | -0.36 | -0.11 | 27
CCOc1cc(CNc2ccc3c(c2)OCCO3)cc(Br)c1OC | -0.27 | 0.07 | -83
CCCn1c(N)c(C(=O)CSc2nc3ccccc3c(=O)n2-c2ccc(OC)cc2)c(=O)[nH]c1=O | . | . | -92
Cc1ccc(-c2cnc(NC(=O)CCC(=O)N(C)Cc3ccccc3)n2C)cc1 | -0.91 | -0.82 | -3
N#CCCN(CCC#N)C(=O)c1ccc(Cl)cc1 | 0.12 | -0.48 | 18
O=c1[nH]nc(Cc2ccc(Cl)cc2Cl)c2ccccc12 | -2.3 | -2 | -54
Cc1ccc(O)c(N=Cc2cccs2)c1 | 0.49 | 0.5 | 0
Cc1cn(CC2COC(C)(C)O2)c(=O)[nH]c1=O (stereo not given) | 0.49 | 0.34 | 21
CCNC(=O)COC(=O)CNC(=O)c1cc(Cl)cc([N+](=O)[O-])c1 | 0.59 | 0.03 | 5
COCCNC(=S)N1CCC(NC(=O)C23CC4CC(CC(C4)C2)C3)CC1 | . | . | 21
CC(C)=C1C2CC2C2C(C(=O)O)C12 (stereo not given) | 0.87&-0.52 | 0.54&-0.52 | .
CC(CCc1ccco1)NC(=O)Cn1ncc2c(=O)oc3ccccc3c21 (stereo not given) | -0.08 | -0.4 | .
O=C(Nc1cccnc1)c1cnn2cccnc12 | 1.1 | 0.37 | -71
CCCN1C(=O)c2cc(C(=O)NCc3cccs3)ccc2C1O (stereo not given) | 1.3 | 1.7 | .
C[C@]1(C(=O)O)Cc2oncc2C[C@@H]1C(=O)O | -0.3 | -0.47 | 11

Remaining list, next part:
SMILES | sdo1 growth | sdo1 growth Rescue 24 h | INS promoter inh
Cc1ccc(NC(=O)NNC(=O)c2sccc2-n2cccc2)cc1 | . | . | 40
COCCCNc1ncnc2sc3c(c12)CCC(C)C3 (stereo not given) | -2 | -1.6 | .
COc1cccc(/C=N/NC(=O)c2csc(-n3nc(C)cc3C(F)(F)F)n2)c1 | 0.15 | 2.1 | 32
COC(=O)[C@@H](NC(=O)NC1CCCc2ccccc21)C(C)C (stereo not given in full) | -0.96 | 0.23 | 42
CCOC(=O)C(=CN(CCc1ccccc1)CC(=O)OC)C(=O)OCC | -0.06 | -0.16 | 35
CCOC(=O)C1CCN(C(=O)COC(=O)c2ccc3c(c2)C(=O)N(c2ccc(OCC)cc2)C3=O)CC1 | . | . | -50
Cc1ccc(C2=N/C(=C/c3cccs3)C(=O)N2Nc2ccccc2)cc1 | -2 | -0.66 | .
CCOC(=O)N1CCC(NC(=O)C2CCN(S(=O)(=O)N3CCC(C)CC3)CC2)CC1 | 0.49 | 0.73 | .
CCCNC(=O)Cn1cnc([N+](=O)[O-])n1 | 0.28 | -0.03 | 8
CCC(Sc1nc2n[nH]c(C)c2c(=N)n1-c1cc(Cl)ccc1C)C(=O)N1CCOCC1 (stereo not given) | 0.12 | -0.77 | .
CC(C)C(NS(=O)(=O)c1ccc2c(c1)oc(=O)n2C)C(=O)N1CCN(c2ccccc2F)CC1 (stereo not given) | 0.32 | 0.37 | .
CCOC(=O)CSc1nc2cc(S(=O)(=O)Nc3ccccc3OC)ccc2o1 | -0.8 | -0.76 | 27
CCC(C)(C)n1nnnc1C(c1ccccn1)N1CCCCC1 (stereo not given) | -0.72 | -0.61 | -322
CC(=O)c1ccc(O)c(CSC2=NCCS2)c1 | . | . | 14
Cc1cccc(-n2c(SCN3C(=O)c4ccccc4C3=O)nc3ccccc3c2=O)c1 | 0.35 | 1.1 | .

One compound at a time (already shown). Screens in order: sdo1 growth	sdo1 growth Rescue 24 h	INS promoter inh
CCCNC(=O)Cn1cnc([N+](=O)[O-])n1 in the list: 0.28	-0.03	8
CC(C)C(NS(=O)(=O)c1ccc2c(c1)oc(=O)n2C)C(=O)N1CCN(c2ccccc2F)CC1 (stereo not given) in the list: 0.32	0.37	.
CCOC(=O)C1CCN(C(=O)COC(=O)c2ccc3c(c2)C(=O)N(c2ccc(OCC)cc2)C3=O)CC1 in the list: .	.	-50
CCOC(=O)C(=CN(CCc1ccccc1)CC(=O)OC)C(=O)OCC in the list: -0.06	-0.16	35
COC(=O)[C@@H](NC(=O)NC1CCCc2ccccc21)C(C)C (stereo not given in full) in the list: -0.96	0.23	42

More structures.
SMILES | sdo1 growth | sdo1 growth Rescue 24 h | INS promoter inh
CCOC(=O)C1CCCCN1Cc1ccccc1C(F)(F)F (stereo not given) | 0.08 | -0.54 | -91
O=C(COc1cc(Cl)c(Cl)cc1Cl)NCCN1CCOCC1 | 0.4 | 4.1 | 49
COc1ccc(OC)c(NC(=O)CN(C)S(=O)(=O)c2ccc3nc(C)sc3c2)c1 | 0.99 | 0.84 | 0
CC(C)CCNC(=O)c1ccc(CSCc2cccc(F)c2)o1 | -0.63 | 0.5 | 47
Nn1c(Cc2cccc3ccccc23)nnc1SCc1ccccc1 | -1.5 | -1.5 | 0
C/C(=N\NC(=O)c1nn(C)c(C)c1Br)c1ccc(NC(=O)c2ccoc2C)cc1 | 0.57 | 1.7 | 0
CC1(C)CC(C(=O)Nc2nccs2)CCO1 (stereo not given) | 0.88 | 1.3 | 31
Cc1ccc(NC(=O)COC(=O)/C=C/c2c(C)nn(-c3ccc(F)cc3)c2Cl)cc1F | -0.49 | 0.51 | .
CSc1ccccc1N=Cc1nc(-c2ccccc2)oc1O | -0.41 | -0.03 | 0
COc1ccc(C2CC(c3ccccc3)=NN2C(=O)COC(=O)c2cccc(S(=O)(=O)N3CCOCC3)c2)cc1 (stereo not given) | -0.66 | -0.63 | 29
Cc1noc(C)c1S(=O)(=O)NC1CCCc2ccccc21 (stereo not given) | -0.09 | -0.5 | .
Cc1ccc(NC(=O)CC(O)(C(F)(F)F)C(F)(F)F)cc1 | -1.2 | -0.27 | 77*
COc1ccc(NC(=O)CN2CCN(CC(=O)Nc3ccccc3Cl)CC2)cc1Cl | 0.18 | 0.69 | -57

Some of these compounds in order of their number in sdo1 growth Rescue 24 h, low to high.
SMILES | sdo1 growth | sdo1 growth Rescue 24 h | INS promoter inh
Nn1c(Cc2cccc3ccccc23)nnc1SCc1ccccc1 | -1.5 | -1.5 | 0
CCOC(=O)C1CCCCN1Cc1ccccc1C(F)(F)F (stereo not given) | 0.08 | -0.54 | -91
COc1ccc(OC)c(NC(=O)CN(C)S(=O)(=O)c2ccc3nc(C)sc3c2)c1 | 0.99 | 0.84 | 0
